From PubChem BioAssay
FBW7 act – human FBW7 E3 ligase activation, primary screen. normalized activity (activation), % at 26.1 µM. AID 1259310. Q969H0. 650,000 compounds, 0.13% hits. AlphaScreen FBW7–phospho-cyclin E peptide binding, activator screen; in the data active means normalized activity above about 1.9%;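 further: purified mutant Fbw7 with reduced substrate affinity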
TEAD-YAP inh – TEAD-YAP interaction inhibition | HEK-TIYL cells, TEAD-Gal4/YAP UAS-luciferase luminescence | inhibition, % at 9.12 µM | 640,000 compounds, 1.4% hits; in the data active means inhibition above about 32%;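 further: 0% = median of test compound wells and 100% = reference inhibitor wells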
GPR151 ag – human GPR151 activation. Q8TDV0. PathHunter beta-arrestin GPR151 cells, luminescence. activation, % at 11.2 µM. 650,000 compounds, 1% hits; in the data active means activation above about 4.9%;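 further: 0% = median of compound wells and 100% = cells with positive control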
Target sequence (Q8TDV0 whole entry, looked up): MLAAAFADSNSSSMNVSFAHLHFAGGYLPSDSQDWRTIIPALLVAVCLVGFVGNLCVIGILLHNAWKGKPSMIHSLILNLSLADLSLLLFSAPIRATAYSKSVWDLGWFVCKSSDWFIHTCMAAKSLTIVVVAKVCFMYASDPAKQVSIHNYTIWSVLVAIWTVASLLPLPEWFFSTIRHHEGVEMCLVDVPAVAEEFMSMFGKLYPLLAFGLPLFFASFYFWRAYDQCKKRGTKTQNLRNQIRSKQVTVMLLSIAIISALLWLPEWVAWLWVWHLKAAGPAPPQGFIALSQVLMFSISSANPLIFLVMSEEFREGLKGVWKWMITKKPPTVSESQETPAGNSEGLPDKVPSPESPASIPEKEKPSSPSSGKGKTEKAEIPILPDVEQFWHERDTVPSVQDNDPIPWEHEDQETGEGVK
MITF inh – human MITF inhibition, primary screen; O75030; AlphaScreen MITF homodimerization, bead proximity signal; inhibition, % at 2.6 µM; 650,000 compounds, 0.91% hits; in the data active means inhibition above about 50%;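 further: 0% = vehicle wells with protein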
Target sequence (O75030 whole entry, looked up): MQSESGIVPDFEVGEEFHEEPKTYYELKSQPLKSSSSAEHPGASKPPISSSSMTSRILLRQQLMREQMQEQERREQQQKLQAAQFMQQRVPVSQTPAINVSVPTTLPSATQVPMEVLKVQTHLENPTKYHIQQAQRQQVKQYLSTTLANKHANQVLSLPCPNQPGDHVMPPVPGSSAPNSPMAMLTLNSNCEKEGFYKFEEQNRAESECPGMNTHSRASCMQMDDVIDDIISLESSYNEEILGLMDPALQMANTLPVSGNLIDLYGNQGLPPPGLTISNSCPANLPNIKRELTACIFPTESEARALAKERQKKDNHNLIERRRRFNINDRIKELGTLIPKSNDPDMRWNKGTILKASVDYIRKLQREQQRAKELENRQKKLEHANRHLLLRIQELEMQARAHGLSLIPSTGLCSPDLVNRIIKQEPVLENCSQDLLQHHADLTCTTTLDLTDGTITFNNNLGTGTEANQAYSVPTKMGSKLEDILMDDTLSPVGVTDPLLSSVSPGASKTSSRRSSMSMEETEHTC
* = called active by the depositor. Random draw from the library. Share with any hit: about 3.5%.

SMILES	FBW7 act	TEAD-YAP inh	GPR151 ag	MITF inh
c1ccc(OCCNc2ncnc3nc(-c4ccc(N5CCOCC5)nc4)[nH]c23)cc1	10.9*	-19.0	-1.1	-2.8
COc1ccc(CC(=O)N/N=C(\C)CC(=O)Nc2ccc3c(c2)OCCO3)cc1OC	0.1	2.0	0.0	19.4
O=C(Nc1ccc(Oc2ccccc2)cc1)c1cnc(NCCCN2CCCC2=O)s1	0.4	-8.4	1.0	13.6
NC(=O)C1CCCN(Cc2ccc3c(c2)CN(Cc2ccc(-c4ccco4)cc2)CCO3)C1 (stereo not drawn)	0.5	0.1	-0.7	-3.9
NS(=O)(=O)c1ccc(CCNC(=O)CCC2CCCCC2)cc1	0.0	-7.8	1.0	-17.1
COc1ccc(C(=O)NC2CC2)cc1OC1CCN(Cc2cc(CC(C)C)n[nH]2)CC1	0.2	9.5	-1.1	5.3
CCOc1ccc2[nH]c(=O)c(CN(CCOC)C(=O)c3cccs3)cc2c1	-0.2	7.9	-0.2	0.1
CCN(c1ccc(C)c(C)c1)S(=O)(=O)c1ccc2c(c1)n(C)c(=O)c(=O)n2C	0.1	1.9	0.2	15.6
O=C(NCCn1cc(SCc2ccc([N+](=O)[O-])cc2)c2ccccc21)c1ccc(F)cc1	-0.2	6.5	-0.9	-1.9
COc1ccccc1C(=O)Nc1nc2c(cc3c4c(cccc42)CC3)s1	0.2	-0.5	2.2	1.9
O=C(Nc1nsc(-c2ccccc2)n1)c1cccs1	-0.1	-2.3	0.0	0.5
C=CCn1c(SCC(=O)Nc2sc3c(c2C(=O)OCC)CCCC3)nnc1-c1cccs1	0.2	6.3	0.0	4.4
CC(=O)c1ccc(N2CCN(CC(=O)Nc3ccc([N+](=O)[O-])cc3C)CC2)cc1	0.2	17.9	0.6	3.0
CCC(C)NC(=O)c1ccc(N2CC3CC(C2)c2cccc(=O)n2C3)c(NC(=O)/C=C/c2ccccc2)c1 (stereo not drawn)	0.1	-6.9	-0.1	-8.4
CCOC(=O)c1cnc2c(C)cc(Cl)cc2c1NCCCN1CCOCC1	0.5	-5.5	-2.3	12.7
CC(C)N(C)CCOC(=O)c1ccc(C(C)(C)C)cc1	-0.1	6.3	0.5	16.1
O=C(CCS(=O)(=O)c1ccc(Cl)cc1)Nc1cccc([N+](=O)[O-])c1	-0.1	-4.0	1.3	1.0
O=C(Nn1c(-c2ccc(Br)cc2)nc2ccccc2c1=O)c1ccc(F)cc1Cl	0.0	0.1	1.2	1.9
CCN1CCN(C(c2cccc(OC)c2OC)c2nnnn2C(C)(C)C)CC1 (stereo not drawn)	0.2	-39.0	1.7	-1.6
CCN(CC)C(=O)CN1CCCC(c2ncncc2-c2cc(C)no2)C1 (stereo not drawn)	0.0	0.8	0.2	13.4

The list goes on; it opens with the two that closed the last part.
SMILES	FBW7 act	TEAD-YAP inh	GPR151 ag	MITF inh
CCN1CCN(C(c2cccc(OC)c2OC)c2nnnn2C(C)(C)C)CC1 (stereo not drawn)	0.2	-39.0	1.7	-1.6
CCN(CC)C(=O)CN1CCCC(c2ncncc2-c2cc(C)no2)C1 (stereo not drawn)	0.0	0.8	0.2	13.4
Cc1nn(-c2ccccc2)c(Cl)c1/C=N/Nc1ncnc(N)c1[N+](=O)[O-]	-0.2	32.2*	1.6	2.0
COc1ccc(NC(=O)/C(C#N)=C/c2ccc(-c3ccccc3C(=O)O)o2)cc1	0.0	-4.8	-0.7	-8.7
Cc1cccc(-n2c(CNC(=O)c3ccco3)nnc2SCC(=O)Nc2ccc(F)cc2)c1	-0.1	22.5	1.0	-0.9
Cc1cccc(OCC(=O)Nc2ccc(S(=O)(=O)Nc3nc(C)cc(C)n3)cc2)c1	0.0	-14.7	0.1	4.1
COC(=O)c1ccc(C2C(C#N)=C(N)Oc3n[nH]c(-c4ccccc4)c32)cc1 (stereo not drawn)	-0.1	-3.2	-0.7	-9.8
O=C(CSc1nc(-c2ccccc2)cn1-c1ccc(Br)cc1)c1ccccc1	0.4	6.7	1.8	1.7
COc1ccccc1/C=C(\NC(=O)c1ccc(OC)c(OC)c1)C(=O)Nc1ccc(Cl)c(Cl)c1	-0.3	2.4	-1.1	-1.5
CCc1ccc(Cc2nc3ccccc3[nH]c2=O)cc1	0.2	-7.7	1.1	-9.8
O=C(CCCCCn1c(=S)[nH]c2ccccc2c1=O)NCCc1c[nH]c2ccccc12	0.0	3.9	-1.1	8.3
CN(CCC#N)c1ccc(C2C(C#N)=C(N)Oc3c2c(=O)n(C)c(=O)n3C)cc1 (stereo not drawn)	-0.1	-9.4	-1.5	9.2
CC(C(=O)NCCc1ccccc1)c1ccc([N+](=O)[O-])cc1 (stereo not drawn)	0.0	-10.6	1.0	-2.2
COc1cccc(-n2c(C)nc3cc(C(=O)NCCc4ccccc4)ccc32)c1	0.5	-4.5	2.8	6.4
COc1ccc(C2=NN(CN3C(=O)C(=O)c4cc(Br)ccc43)C(c3ccccc3Cl)C2)cc1 (stereo not drawn)	0.2	0.2	0.1	11.7
COc1cc(C(=O)NCC(=O)NNc2ncnc(N)c2[N+](=O)[O-])cc(OC)c1OC	-0.1	-4.7	0.6	10.2
Cc1ccc(C2=N/C(=C\c3c(F)cccc3Cl)C(=O)O2)cc1C	0.3	0.7	-1.0	12.2
COc1cc(/C=c2\sc3nc4ccccc4n3c2=O)c([N+](=O)[O-])cc1OCc1ccccc1	-0.2	4.6	0.6	4.5
COc1ccc(-c2noc(-c3cccnc3)n2)cc1OC	-0.5	-42.0	-3.4	12.3
Cc1ccc(Nc2nc3ccc(C)cc3n3c(C)nnc23)cc1	-0.1	-5.7	1.7	-2.0
N#Cc1ccccc1NC(=O)CC12CC3CC(CC(Br)(C3)C1)C2	0.0	0.6	0.4	3.5
COc1ccccc1S(=O)(=O)Nc1ccccc1C(N)=O	0.6	10.4	-0.4	0.2

Laid out differently: results already given.
Molecule,FBW7 act,TEAD-YAP inh,GPR151 ag,MITF inh
COc1cccc(-n2c(C)nc3cc(C(=O)NCCc4ccccc4)ccc32)c1,0.5,-4.5,2.8,6.4
COc1ccc(C2=NN(CN3C(=O)C(=O)c4cc(Br)ccc43)C(c3ccccc3Cl)C2)cc1 (stereo not drawn),0.2,0.2,0.1,11.7
COc1cc(C(=O)NCC(=O)NNc2ncnc(N)c2[N+](=O)[O-])cc(OC)c1OC,-0.1,-4.7,0.6,10.2
Cc1ccc(C2=N/C(=C\c3c(F)cccc3Cl)C(=O)O2)cc1C,0.3,0.7,-1.0,12.2
COc1cc(/C=c2\sc3nc4ccccc4n3c2=O)c([N+](=O)[O-])cc1OCc1ccccc1,-0.2,4.6,0.6,4.5
COc1ccc(-c2noc(-c3cccnc3)n2)cc1OC,-0.5,-42.0,-3.4,12.3
Cc1ccc(Nc2nc3ccc(C)cc3n3c(C)nnc23)cc1,-0.1,-5.7,1.7,-2.0

Looked up above:
Value of CC(C(=O)NCCc1ccccc1)c1ccc([N+](=O)[O-])cc1 (stereo not drawn) under GPR151 ag: 1.0
Value of O=C(CCCCCn1c(=S)[nH]c2ccccc2c1=O)NCCc1c[nH]c2ccccc12 under FBW7 act: 0.0
Value of Cc1cccc(OCC(=O)Nc2ccc(S(=O)(=O)Nc3nc(C)cc(C)n3)cc2)c1 under GPR151 ag: 0.1
Value of Cc1ccc(Nc2nc3ccc(C)cc3n3c(C)nnc23)cc1 under FBW7 act: -0.1

More compounds:
SMILES	FBW7 act	TEAD-YAP inh	GPR151 ag	MITF inh
CCN1CCN(C(c2ccccc2OC)c2nnnn2Cc2ccc(OC)cc2)CC1 (stereo not drawn)	-0.1	-1.8	1.6	4.0
Cc1ccc(-c2cc(C(=O)Nc3ccc([N+](=O)[O-])cc3)c3ccccc3n2)cc1	0.2	-20.2	-0.8	22.8
Cc1ccc(C(=O)OC(C)C(=O)c2ccccc2)cc1 (stereo not drawn)	0.1	-23.5	-1.1	9.6
Cc1cccc(C)c1NC(=O)NCCNc1nc2cc3c(cc2cc1C#N)OCO3	0.0	-6.0	0.8	-2.7
CCOC(=O)N1CCN(C(=O)CSc2ccc(-c3ccco3)nn2)CC1	-0.1	-2.7	-0.5	-3.2
FC(F)(F)c1cccc(N2CCC(N=Cc3ccccn3)=N2)c1	-0.3	-1.7	0.8	2.3
CCN(CC)S(=O)(=O)c1c[nH]c(C(=O)OC)c1	-0.1	-5.3	1.4	-0.7
C=C(C)n1c(=O)n(Cc2ccccc2C)c2ccccc21	0.9	5.1	-0.2	7.0
CCNS(=O)(=O)c1ccc(CCC(=O)N2CCCCC2)cc1	0.0	8.7	0.1	-6.3
CN(C)C(=O)Cn1c(SCC(=O)NCc2ccc3c(c2)OCO3)nc2ccccc21	0.0	4.4	0.8	4.4
CCOC(=O)C1=C(C)N=c2s/c(=C\c3ccc(-c4ccc([N+](=O)[O-])cc4)o3)c(=O)n2C1c1ccc(F)cc1 (stereo not drawn)	0.0	3.1	1.1	-19.5
O=C1CC2(CCN(C(=O)/C=C\c3ccccc3)CC2)Oc2ccccc21	0.5	2.1	-1.7	-6.8
CCCNc1nc(Nc2ccccc2)nc2c1ncn2-c1ccsc1	-0.1	54.9*	0.4	9.7
Cc1ccccc1OCCOc1ccc(/C=C2/C(=N)N3C(c4ccccc4)=CSC3=NC2=O)cc1	-0.1	3.5	-0.8	-7.7
COC(=O)c1ccc(-n2c(C)ccc2C)cc1	-0.1	-2.5	1.5	-2.2
NC(=O)Cc1nc(-c2ccc(F)cc2)cs1	0.3	-0.6	-0.7	16.4
N#Cc1cc2c(ccc3ccccc32)oc1=N	-0.1	-4.3	6.1*	-9.0
O=C(CN1C(=O)c2ccccc2C1=O)ON=C1CCCCC1	0.3	8.2	-1.3	13.7
Cc1cc(C)n(-c2cc(N3CCN(C(=O)c4cc(F)c(F)cc4Cl)CC3)ccc2[N+](=O)[O-])n1	0.4	-4.7	2.9	-3.6
CCOC(=O)c1c(NC(=O)C23CCC(C)(C(=O)C2)C3(C)C)sc2c1CCCC2 (stereo not drawn)	0.1	0.3	1.0	9.2
COc1cc(C2C(=O)N(C3CCC(C)CC3)CC(=O)N2CCC2=CCCCC2)ccc1OC(C)C (stereo not drawn)	0.4	14.4	-3.2	14.3
CCOc1cccc2cc(C(=O)Nc3ccc(Cl)cc3Cl)c(=O)oc12	0.4	11.1	0.4	-3.0
CC(=O)c1cccc(S(=O)(=O)N2CC(C)OC(C)C2)c1 (stereo not drawn)	0.5	-1.4	0.0	16.4
c1ccc2oc(NC3=NCN(C4CCCCCC4)CN3)nc2c1	0.0	-26.0	0.1	-3.1
CC(C)c1ccc(N2C(=O)Cc3c2nc(N)c2c(N)nc(N4CCOCC4)c(C#N)c32)cc1	0.0	10.5	-0.6	2.9
CCOC(=O)c1ccccc1NC(=O)CSc1nc2n[nH]c(C)c2c(=N)n1-c1ccc(OC)cc1	0.1	5.8	0.5	8.2
O=[N+]([O-])c1c(NCCCO)cc(N2CCCC2)c2nonc12	-0.1	7.3	0.6	14.3
CCOc1ccc(NC(=O)Nc2nc(-c3ccc(Oc4ccccc4)cc3)cs2)cc1	0.3	-0.5	0.1	1.1
O=C1CCc2cc(S(=O)(=O)NCCc3ccccc3)cc3c2N1CCC3	-0.1	0.9	1.4	3.5
O=C(Nc1ccc(F)c([N+](=O)[O-])c1)c1ccc(-c2ccc(Cl)cc2Cl)o1	0.2	2.8	-1.3	8.2
CCCC1=NN2C(=N)/C(=C/c3ccccc3OCCOc3cccc(OC)c3)C(=O)N=C2S1	0.1	-21.3	0.3	7.7
CCn1c(C(=O)O)c(CNC2CCC(C)CC2)c2ccc(C)cc21 (stereo not drawn)	-0.1	4.1	-1.4	-0.6
O=C1Nc2ccc(C(=O)N3CCOCC3)cc2NC1CS(=O)(=O)Cc1ccccc1F (stereo not drawn)	0.0	6.9	-0.9	8.1
S=C(Nc1ccccc1)N1CCC(CC2CCCCC2)CC1	0.0	2.6	2.2	15.4
COc1ccc(/C=C2\N=C(c3ccc(-c4ccccc4)cc3)OC2=O)c(OC)c1OC	0.0	6.2	0.3	6.6
COc1ccccc1-n1nc(C(=O)N2CCC(C(N)=O)CC2)c2ccccc2c1=O	0.1	-7.4	1.2	6.5
O=C(c1ccc(N2CC3CC(C2)c2cccc(=O)n2C3)c([N+](=O)[O-])c1)N1CCN(Cc2ccccc2)CC1 (stereo not drawn)	-0.1	1.8	0.6	-5.7
COc1ccc(OC)c(/C(O)=C/C(=O)C(=O)Nc2cc(Cl)ccc2OC)c1	0.1	-4.1	0.2	12.2
Cc1ccc(N(Cc2ccccc2Cl)S(C)(=O)=O)cc1	0.0	-4.8	-0.3	-1.5
O=C1CCCCC(=O)N(c2ccccc2)c2ccccc21	0.0	15.4	-0.8	-9.5
COc1ccc(C(=O)COC(=O)c2c3c(nc4ccccc24)CCCC3)cc1	-0.1	-0.2	1.7	-0.3
COc1ccc(NC(=O)C2C3NC(=S)N(c4ccc(F)cc4)C2(C)Oc2ccccc23)cc1 (stereo not drawn)	-0.2	-5.9	-0.7	37.2
CCn1nc(C)c(CNC(=O)CCC2(Cc3ccc(OC)cc3F)CCC(=O)N2)c1C (stereo not drawn)	0.0	2.6	0.3	-7.1
CC(=O)N1C(=O)C2(C(C#N)=C(N)Oc3n[nH]c(C)c32)c2ccccc21 (stereo not drawn)	0.0	8.5	-0.5	14.7
Nc1ccccc1C(=O)N1CCN(C(c2ccccc2)c2ccccc2)CC1	-0.5	-8.1	0.4	-24.1
Cc1cc2ccccc2c(=O)n1CC(=O)N(C)C1CCCCC1	0.4	-0.9	2.2	13.1
CC(=O)c1cccc(NC2CS(=O)(=O)CC2O)c1 (stereo not drawn)	0.2	1.1	-0.6	-11.2
COc1ccc(NC(=O)c2nc3c(nnn3Cc3ccc(F)cc3)c(=O)[nH]2)cc1	-0.1	11.2	0.1	7.2
CSc1nc2c(sc(=S)n2-c2ccccc2C)c(=O)n1-c1ccccc1F	0.6	4.9	-1.0	18.1
CCOc1ccc(-n2cc(-c3ccccc3)c3c(N4CCC(C(N)=O)CC4)ncnc32)cc1	0.2	4.3	0.9	9.2
